# Screening data deposited in PubChem BioAssay by The Scripps Research Institute Molecular Screening Center.
# PAFAH1B3 FP inh: PAFAH1B3 (human) inhibition; AID 492972; recombinant PAFAH1B3, FP-rhodamine probe, fluorescence polarization; inhibition, % at 3.39 µM; 340,000 tested, 0.28% active;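 active means inhibition above the screen-wide average of all tested compounds plus 3 SD, cut at about 25% in these data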;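 further: 0% = enzyme with DMSO only and 100% = wells lacking PAFAH1B3 protein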
# Target sequence (Q15102 whole entry, looked up): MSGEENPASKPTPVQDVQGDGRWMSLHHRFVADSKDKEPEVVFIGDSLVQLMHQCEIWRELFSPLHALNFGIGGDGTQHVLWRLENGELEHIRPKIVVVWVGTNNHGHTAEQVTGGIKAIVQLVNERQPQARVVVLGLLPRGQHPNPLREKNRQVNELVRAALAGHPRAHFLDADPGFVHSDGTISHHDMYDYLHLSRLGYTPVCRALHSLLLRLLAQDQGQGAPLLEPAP
# Fam108B counter: Fam108B inhibition, counter-screen for RBBP9 inhibitors. 300,000 tested, 0.33% active. recombinant Fam108B, FP-Rh probe fluorescence polarization. inhibition, % at 9.51 µM;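 active means inhibition above the screen mean inhibition plus 3 SD, computed separately per campaign, cut at about 18% in these data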;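 further: inhibitors lower polarization as less probe binds the enzyme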
# LYPLA1 inh: counter-screen for PME1 inhibitors: inhibitors of human LYPLA1. O75608. recombinant LYPLA1, FP-Rh probe fluorescence polarization. inhibition, % at 5.9 µM. 320,000 tested, 0.16% active. AID 2174;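 active means inhibition above the mean of all tested compounds plus 3 SD, set per campaign, cut at about 14% in these data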;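 further: inhibitors block serine hydrolase probe labeling of LYPLA1 so polarization falls; 0% = enzyme with DMSO and 100% = wells lacking LYPLA1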
# Target sequence (O75608 whole entry, looked up): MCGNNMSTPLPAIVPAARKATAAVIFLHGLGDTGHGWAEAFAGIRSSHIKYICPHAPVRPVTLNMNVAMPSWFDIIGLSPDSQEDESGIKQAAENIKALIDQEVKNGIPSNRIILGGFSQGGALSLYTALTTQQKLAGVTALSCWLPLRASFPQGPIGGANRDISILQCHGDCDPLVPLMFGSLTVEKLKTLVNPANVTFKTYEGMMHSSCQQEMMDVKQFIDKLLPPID
# PAD4 inh: PAD4 (human) enzyme inhibition. inhibition, % at 6.36 µM. Q9UM07. 330,000 tested, 0.41% active. recombinant PAD4, RCA probe fluorescence polarization. AID 485272;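 active means percent inhibition above a cutoff equal to the mean of all tested compounds plus 3 SD, cut at about 15% in these data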;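 further: 0% = PAD4 with RCA probe and DMSO and 100% = probe without PAD4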
# PAFAH1B2 inh: blocks human PAF acetylhydrolase 1b catalytic subunit 2. P68402. recombinant PAFAH1B2, FP-rhodamine activity probe, fluorescence polarization. inhibition, % at 3.39 µM. 340,000 tested, 1.2% active. AID 492953;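 active means inhibition above the mean of all tested compounds plus 3 SD, cut at about 24% in these data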;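 further: 0% = enzyme with DMSO and 100% = wells lacking PAFAH1B2; many of its hits are not listed in these tables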
# Target sequence (P68402 whole entry, looked up): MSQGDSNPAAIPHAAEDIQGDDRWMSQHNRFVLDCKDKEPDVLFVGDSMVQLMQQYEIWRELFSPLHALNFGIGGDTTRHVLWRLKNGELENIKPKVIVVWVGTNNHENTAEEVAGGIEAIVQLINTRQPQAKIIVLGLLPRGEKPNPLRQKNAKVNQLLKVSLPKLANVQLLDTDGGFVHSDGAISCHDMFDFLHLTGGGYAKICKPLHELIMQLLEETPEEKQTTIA
# PAFAH2 inh: inhibitors of human PAFAH2; Q99487; recombinant PAFAH2, FP-rhodamine activity probe, fluorescence polarization; inhibition, % at 3.39 µM; 340,000 tested, 0.99% active;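 active means inhibition above the mean over all tested compounds plus 3 SD, cut at about 30% in these data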;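 further: inhibitors block probe labeling of enzyme so polarization drops; 0% = enzyme with DMSO and 100% = wells lacking PAFAH2 protein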
# pPAFAH FP inh: pPAFAH (human) enzyme inhibition; recombinant pPAFAH, FP-rhodamine probe fluorescence polarization; 330,000 tested, 1.5% active; inhibition, % at 3.39 µM; Q13093; AID 463082;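 active means inhibition above the mean inhibition across the screen plus 3 SD, cut at about 25% in these data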;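 further: inhibitors block binding of the rhodamine activity-based probe so polarization drops; 0% = enzyme with DMSO and 100% = wells lacking pPAFAH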
# GSTO1 inh: counter-screen for RBBP9 inhibitors: inhibitors of human GSTO1; P78417; recombinant GSTO1, activity-based probe fluorescence polarization; inhibition, % at 5.96 µM; 300,000 tested, 1.1% active;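 active means inhibition above the campaign mean inhibition plus 3 SD, cut at about 35% in these data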;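 further: 0% = GSTO1-1 with DMSO and 100% = wells lacking GSTO1-1 enzyme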
# PME-1 inh: blocks human protein phosphatase methylesterase 1 | recombinant PME-1, FP-Rh probe fluorescence polarization | AID 2130 | inhibition, % at 5.9 µM | 320,000 tested, 0.53% active;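 active means inhibition above the campaign mean of all compounds plus 3 SD, cut at about 26% in these data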;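 further: competitive labeling of PME-1 active site by serine hydrolase directed probe; 0% = PME-1 with DMSO and 100% = wells lacking PME-1 enzyme; inhibitors block probe labeling so polarization falls and inhibition rises; many of its hits are not listed in these tables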
# Target sequence (Q9Y570 whole entry, looked up): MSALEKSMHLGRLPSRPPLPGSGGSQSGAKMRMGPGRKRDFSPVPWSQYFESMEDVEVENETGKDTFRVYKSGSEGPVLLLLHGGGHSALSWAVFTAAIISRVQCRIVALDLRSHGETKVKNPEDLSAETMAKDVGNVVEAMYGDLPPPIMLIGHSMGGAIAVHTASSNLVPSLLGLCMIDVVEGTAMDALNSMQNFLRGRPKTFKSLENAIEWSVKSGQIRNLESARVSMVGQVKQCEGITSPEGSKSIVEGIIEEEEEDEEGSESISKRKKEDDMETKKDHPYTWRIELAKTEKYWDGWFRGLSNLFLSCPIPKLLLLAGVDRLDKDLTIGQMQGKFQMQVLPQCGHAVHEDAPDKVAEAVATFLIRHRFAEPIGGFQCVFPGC
# Starred values were filed as active, the others as inactive; x = no result given. The list is partial; count on the stated rates, not on these rows.
# Values run as follows: PAFAH1B3 FP inh, Fam108B counter, LYPLA1 inh, PAD4 inh, PAFAH1B2 inh, PAFAH2 inh, pPAFAH FP inh, GSTO1 inh, PME-1 inh
> COc1ccc(CCN2CC(C(=O)NCc3nc4ccccc4n3C)CCC2=O)cc1 (stereo not drawn)
  1.6, -1.3, 1.4, -2.3, 1.1, 2.8, -2.1, -1.6, -0.5
> CCC(CNC(=O)c1c(C)nn(-c2ccccc2)c1Cl)c1ccccc1 (stereo not drawn)
  7.5, -0.8, -1.5, -0.9, 3.8, -8.4, 6.6, 5.6, 2.9
> Cc1cc(C)nc(N(C#N)Cc2ccccc2C)n1
  -3.6, -2.5, 0.0, -2.9, -1.7, -3.6, -2.8, -0.2, -1.8
> Cc1cc(NC(=O)c2ccc(-c3ccc(F)c(Cl)c3)o2)no1
  3.6, -2.6, 0.6, 4.0, 3.2, 0.7, -1.4, -3.0, 0.3
> Cc1cc(NC(=O)CSc2cn(C)c3ccccc23)no1
  -3.1, 7.7, 1.1, -3.7, 6.3, 2.9, -2.6, -4.1, -0.4
> CCOC(=O)CN1C(=O)CSc2ccc(S(=O)(=O)N3CCOCC3)cc21
  -1.6, 0.0, -1.7, -2.4, -2.5, -6.8, 1.3, -0.5, -2.2
> CC(=O)Nc1ccc(N=C(C2=C(O)c3ccccc3C2=O)c2ccccc2)cc1
  6.5, 0.5, -3.5, 0.1, 3.2, 8.5, -1.8, -9.9, 6.8
> Cc1ccc(C(=O)Cc2nc3ccccc3[nH]2)cc1
  0.1, -0.9, -7.0, -0.6, 1.9, 3.8, 3.7, -4.9, 3.8
> O=C(CCS(=O)(=O)c1ccccc1)N1CCN(c2ccccc2F)CC1
  -1.8, 5.3, 1.0, -1.1, 2.7, 7.8, 3.4, 0.1, 0.9
> Cc1cccc(C)c1OCC(=O)N1CC2(C)CC1CC(C)(C)C2 (stereo not drawn)
  5.6, 2.2, 0.9, -0.7, 8.4, 5.1, -9.3, 4.8, -0.6
> CCOc1ccc(N2C(=O)CC(Cc3ccc(Br)cc3)C2=O)cc1 (stereo not drawn)
  4.6, -3.0, -1.9, 4.2, 1.9, 4.0, 6.6, 3.7, -7.4
> O=C(CSc1n[nH]c(-c2ccccc2Cl)n1)NCc1cccc(C(=O)O)c1
  0.0, -3.5, -1.2, 2.0, 5.2, -9.5, -9.6, -5.0, -10.8
> CC(C)(C)N(NC(=O)OCc1ccccc1)C(=O)c1ccccc1
  3.3, -1.9, 1.2, -3.9, 1.4, -0.1, 5.3, 1.3, -3.5
> Cc1ccc(C)c(OCCC(=O)N2CCN(S(=O)(=O)c3ccc([N+](=O)[O-])cc3)CC2)c1
  9.0, x, 1.9, 1.0, 8.4, 25.4, 3.0, x, 4.1
> CC(C)(C)NC(=O)NC(=O)COC(=O)c1ccc2c(c1)S(=O)(=O)N=C1CCCCCN12
  10.2, -6.2, 2.6, -1.2, 5.9, 4.6, 0.1, 4.7, -2.7
> NC(=O)Cc1ccc(Nc2nnc(-c3ccc(O)cc3)c3ccccc23)cc1
  6.3, 1.6, 0.5, 1.0, -3.3, -18.0, 4.0, -4.6, -0.8
> C=C(C)Cn1c(N2CCCC2)nc2c1c(=O)n(C)c(=O)n2C
  10.8, 3.0, -3.4, -3.0, -1.1, -1.9, 0.1, 6.5, -1.0
> CC(=O)c1ccc(NC(=O)C(=O)c2cn(CC(=O)N3CCCCC3)c3ccccc23)cc1
  -5.8, -5.8, -2.6, 0.9, -3.9, -4.5, 0.2, 1.6, 1.5
> COc1ccc2c(c1OC)CN(C)CCc1cc3c(cc1C(=O)C2)OCO3
  9.8, -2.1, -0.6, -1.1, -1.2, 5.8, 0.8, -0.9, -2.6
> Cc1ccc(NC(=O)CSc2nnc(NC(=O)C3CC3)s2)cc1
  -3.5, -4.7, -0.8, -2.0, 1.0, 0.1, 1.6, -1.5, 2.8
> COc1ccc(NC(=O)CSc2nnc(Cn3cnc4ccccc43)o2)cc1
  3.8, 2.5, 2.0, -3.3, -1.9, 0.0, 0.6, 7.4, -5.2
> O=C(Cc1ccccc1)NN1CCCCC1
  0.6, 0.3, -0.1, -2.2, 0.4, 0.5, 18.7, -2.2, -3.7
> CCOc1ccc(N2C(=O)c3cccnc3C2Nc2ccc(Cl)cc2)cc1 (stereo not drawn)
  4.9, -2.5, 0.0, -4.0, 2.6, 0.9, 11.2, -3.8, 0.6
> CCOC(=O)N1CCN(C(=O)CSCC(=O)Nc2nc(-c3ccc(C)cc3)cs2)CC1
  3.2, 1.9, 0.3, 0.0, 3.2, -9.3, 6.2, -5.5, 3.6
> CCOC(=O)c1ccc2c(c1)[nH]c(=S)n2CC
  6.9, 3.3, 0.4, -0.3, 1.0, -0.9, -1.6, 4.5, -3.2
> Cc1ccc(S(=O)(=O)N2CCN(CCc3ccccc3)CC2)c(C)c1
  11.9, -0.1, 1.1, -0.7, 7.2, 2.6, -0.2, -2.1, -5.3
> Cc1ccc(COC(=O)Cc2coc3cc(O)ccc23)cc1
  8.9, 0.0, 0.6, -2.1, 3.5, -6.0, 4.1, 5.1, -0.7
> COc1ccc(CNC(=O)CCCn2nc(C)c([N+](=O)[O-])c2C)cc1OC
  0.6, -1.6, -0.1, 1.6, 0.0, -5.5, 2.5, 2.9, -2.7
> Cc1ccccc1NC(=O)C(=O)NNC(=O)COc1ccc2ccccc2c1
  5.1, 4.3, 2.4, -5.5, 15.5, 16.5, 20.3, 0.7, -0.5
> CC(=O)Nc1ccc(CN2CCCN(C)CC2)cc1
  -5.2, 1.9, 2.6, -3.2, 2.9, -3.0, -1.3, 1.5, 0.3
> CCOC(=O)[C@H](CCc1ccccc1)N[C@@H](C)C(=O)N1[C@H](C(=O)O)C[C@@H]2CCC[C@@H]21
  13.5, 0.7, 1.6, 1.1, -3.9, -3.1, 4.8, 3.8, 0.7
> COc1ccc(S(=O)(=O)N(C)c2ccc(C(=O)Nc3c(C)n(C)n(-c4ccccc4)c3=O)cc2)cc1
  5.0, 3.1, 2.4, -4.7, -1.2, 0.2, 1.9, 7.1, 0.3
> COc1ccc(C(=O)NCCc2cn3ccccc3n2)cc1
  1.5, 1.4, -0.5, -0.8, 4.8, -3.5, -1.4, -2.9, 0.4
> COc1c(C(=O)Nc2c(C)n(C)n(-c3ccccc3)c2=O)ccc2ccccc12
  3.3, 2.7, 4.2, -4.9, 1.4, 10.8, 4.5, 5.9, -2.0
> Cc1ccc(OCC(=O)N[C@@H](C)c2nnc3ccccn23)cc1C
  2.5, 3.0, -1.2, -1.5, -2.4, -9.2, 4.1, -6.8, 2.9
> CCOc1ccc(NC(=S)NC(=O)c2cccnc2)c([N+](=O)[O-])c1
  11.6, 2.3, 2.0, 3.9, 0.5, 0.2, 4.7, 0.0, -7.8
> COc1cccc(NC(=O)CN(C)C(=O)Cc2n[nH]c(=O)c3ccccc23)c1
  -2.7, x, -0.1, -2.9, 4.5, 0.4, 6.2, x, -0.5
> NC1=NC(=O)/C(=C\c2cccnc2)S1
  2.5, 4.0, 4.5, -2.6, -0.7, -1.7, 2.8, 4.7, 5.1
> Cc1cc(C)c(NC(=O)CSCc2nc3sc(C)c(C)c3c(=O)[nH]2)c(Cl)c1
  -19.4, x, -38.9, -9.5, -7.0, -29.6, -7.9, x, -59.4
> C/C(CC1(O)C(=O)Nc2ccccc21)=N\O (stereo not drawn)
  1.8, -2.4, -2.6, 2.9, 1.2, 1.9, -3.5, -6.4, 4.2
> Cc1cccc(NC(=O)c2cccc(S(=O)(=O)N3CCCC3)c2)n1
  5.3, 1.0, 2.0, -4.9, 2.1, 4.0, -2.7, 7.5, -0.2
> CCc1ccc(C(=O)/C=C2\Sc3ccccc3NC2=O)cc1
  5.3, 2.7, 1.9, 37.1*, 3.7, 36.4*, 16.8, 0.3, 4.7
> O=C(Nc1ccc(Cl)cc1F)C1CCN(S(=O)(=O)c2cccc3nonc23)CC1
  3.5, -1.0, -4.5, -2.8, 3.5, 9.1, -1.1, 6.8, -10.9
> Nc1nc(SCC(=O)N2CCN(S(=O)(=O)c3ccc(Cl)cc3)CC2)n[nH]1
  5.6, 1.0, -1.2, -4.3, 2.1, 3.9, 7.9, 9.6, 3.1
> Cc1cccc(C)c1NC(=O)c1ccc(N2CCCC2=O)cc1
  -3.4, x, -0.1, -5.2, -1.8, 3.5, 2.5, x, 4.8
> Cc1ccc(C(=O)N/C(=C\c2ccco2)C(=O)NCCCN2CCOCC2)cc1C
  2.2, 4.3, 1.2, -7.1, 5.2, 6.0, 1.5, 1.1, -1.2
> CC(NC(=O)C1CC1)C(c1cccs1)N1CCOCC1 (stereo not drawn)
  1.5, -3.2, 1.9, -3.3, 2.8, -5.0, 0.9, 85.0*, 1.2
> O=C(NCc1cccs1)C(=O)NCC1OCCCN1S(=O)(=O)c1cccs1 (stereo not drawn)
  -2.4, 1.0, 0.3, -1.2, 9.9, -0.9, 6.8, 3.5, 0.8
> CCn1cc(CNC(=O)/C=C/c2ccc([N+](=O)[O-])cc2)c(C)n1
  0.1, -1.2, 3.9, -3.2, -3.8, 2.5, 4.5, 2.0, 2.2
> C=CCn1c(SCC(=O)c2cccs2)nc2sc(CC)cc2c1=O
  -0.3, -2.5, -6.0, -5.6, 2.4, -0.8, 9.5, 4.5, 0.0
> Cn1c(-c2ccc(Cl)cc2)cnc1N
  -1.3, 3.2, -0.7, 0.0, 4.7, 9.7, -1.0, 2.5, 1.3
> CC(=O)Nc1ccc(NC(=O)C(C)Sc2nc3ccccc3c(=O)n2CC2CCCO2)cc1 (stereo not drawn)
  -0.2, -3.2, 0.0, -0.7, 3.6, 4.8, 3.0, -5.9, 2.2
> O=C(CCn1c(=O)sc2ccccc21)NCc1ccccc1
  0.7, 3.3, -0.9, 3.1, 5.5, 4.9, 10.3, 4.0, -2.3
> COc1ccccc1NC(=O)Cc1nnc(SCC(=O)Nc2nccs2)n1C
  2.6, -2.6, 0.2, -4.5, 6.7, 1.0, 4.0, 1.8, -0.3
> O=C(c1cccc(Br)c1)c1cn(-c2ccccc2)nc1C(=O)c1ccccc1
  1.6, -7.5, -5.7, -3.0, 1.8, -20.5, 0.4, -8.1, -5.4
> Cc1occc1-c1nnc(SCC(=O)c2cc3ccccc3oc2=O)o1
  2.0, 7.1, 2.3, -1.1, -0.7, 18.0, 14.8, 19.9, 15.3
> COc1cc(NC(=O)c2ccc(COc3ccccc3Br)o2)cc(OC)c1OC
  13.0, 13.1, -1.8, -2.5, 8.0, 0.7, 25.9*, -4.9, 5.2
> CCOC(=O)C1CCN(C(=O)/C=C/c2ccccc2)CC1
  -3.1, -1.3, -0.9, 1.2, -7.1, -8.3, 4.3, -4.8, -1.6
> CCc1ccc(C(=O)NNc2ccc(S(N)(=O)=O)cc2)cc1
  x, -1.7, -0.7, -4.3, x, x, -0.3, 7.2, 5.2
> Cc1sc2ccccc2[n+]1CC(=O)c1ccccc1
  9.9, -1.3, -3.9, 5.9, 5.5, -2.2, 3.3, 18.9, -8.8
> O=C(/C=C/Nc1ccc(F)cc1)c1ccc(Br)cc1
  0.0, 1.3, 0.5, -1.6, 3.2, -3.4, 2.7, -3.1, 3.1
> CCOC(=O)Cc1cn(C(=O)OC(C)(C)C)c2ccccc12
  -4.3, x, -1.1, -2.9, -5.3, -8.3, -2.0, x, -6.5
> Cc1noc(C)c1C(=O)OC(C)C(=O)N1CCc2ccccc21 (stereo not drawn)
  6.2, x, -0.7, 0.6, 5.4, 1.8, 2.9, x, -0.4
